15-hLO-2 inh: inhibitors of human 15-lipoxygenase 2 (ALOX15B); purified 15hLO-2, xylenol orange hydroperoxide absorbance; Potency, µM (series often up to 57.1 µM), for the others: at the top dose activity change, negative = inhibition, most hits filed as inhibitors; 110,000 tested, 0.56% active; O15296; note: potency is the fitted concentration of half-maximal effect; nearly all actives have a fitted effect of over 60% in size; many of its hits are not listed in these tables
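Enzyme 50 nM, AA 45 uM, 25 mM Hepes pH 7.5 + 0.01% Triton X-100; cpd preinc 15 min RT, rxn 90 min RT; stop/detect with 200 uM XO + 300 uM Fe(II) in 50 mM H2SO4, 30 min; A573/A405.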
IMPase cell inh: cell-permeable inhibitors of inositol monophosphatase (IMPase); P97697; CHO-M1 cells, IP1 accumulation, HTRF TR-FRET ratio; inhibition (IP1 accumulation), % at 46.1 µM; 120,000 tested, under 10 active; AID 901; active = well fitted curve in the direction sought with a large enough effect in the signal ratio, not every such curve was filed as active; inconclusive = small, poorly fitted or top-dose-only effect, or a change in a side signal; inactive = no such curve, though single readings can be large or run the other way; the % refers to the signal ratio;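 note: cells stimulated with carbachol in lithium chloride buffer; plate controls were DMSO basal wells for no effect and reference inhibitor wells for full effect; higher means more IMPase inhibition seen as more IP1 and lower FRET ratio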
Target sequence (P97697 whole entry, looked up): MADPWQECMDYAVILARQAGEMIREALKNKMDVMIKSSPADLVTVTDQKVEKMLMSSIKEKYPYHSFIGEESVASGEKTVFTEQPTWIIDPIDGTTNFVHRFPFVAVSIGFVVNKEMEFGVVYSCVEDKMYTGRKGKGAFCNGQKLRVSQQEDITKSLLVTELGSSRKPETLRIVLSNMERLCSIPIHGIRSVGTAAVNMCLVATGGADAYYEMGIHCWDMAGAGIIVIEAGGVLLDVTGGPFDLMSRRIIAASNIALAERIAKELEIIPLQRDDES
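Seeded CHO-M1 cells were dosed with compound at up to 46 uM, stimulated with carbachol for 30 min, then lysed in IP-One detection reagents. Higher IP1 lowers the TR-FRET signal.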
PNC assembly inh: blocks assembly of the perinucleolar compartment. activity change (PNC), negative = inhibition, % at 10 µM. 140,000 tested, 3.1% active. PC3M PTB-GFP, PNC prevalence imaging, 16 h; stronger effect = lower value;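 active = readout at or below -70, meaning at least 70% loss of cells showing the perinucleolar compartment, a nuclear body marking cancer cells; inconclusive = readout between -30 and a set limit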;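 note: plate controls were DMSO wells for no effect and camptothecin positive control wells for full effect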
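Compounds are pinned in duplicate onto adhered PC3M cells stably expressing GFP-tagged PTB and incubated 16 h at 37 C. Cells are then fixed, nuclei stained with Hoechst, and PNC-positive cells counted.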
12-hLO inh: inhibitors of human 12-lipoxygenase (ALOX12). 150,000 tested, 0.12% active. Potency, µM (titrated, usually from 57.1 µM), inactives show top-dose activity change, negative = inhibition, hits mostly inhibitors. purified 12-hLO, xylenol orange hydroperoxide absorbance; note: potency is the fitted concentration of half-maximal effect; nearly all actives have a fitted effect of over 55% in size; many of its hits are not listed in these tables
Target sequence (P18054 whole entry, looked up): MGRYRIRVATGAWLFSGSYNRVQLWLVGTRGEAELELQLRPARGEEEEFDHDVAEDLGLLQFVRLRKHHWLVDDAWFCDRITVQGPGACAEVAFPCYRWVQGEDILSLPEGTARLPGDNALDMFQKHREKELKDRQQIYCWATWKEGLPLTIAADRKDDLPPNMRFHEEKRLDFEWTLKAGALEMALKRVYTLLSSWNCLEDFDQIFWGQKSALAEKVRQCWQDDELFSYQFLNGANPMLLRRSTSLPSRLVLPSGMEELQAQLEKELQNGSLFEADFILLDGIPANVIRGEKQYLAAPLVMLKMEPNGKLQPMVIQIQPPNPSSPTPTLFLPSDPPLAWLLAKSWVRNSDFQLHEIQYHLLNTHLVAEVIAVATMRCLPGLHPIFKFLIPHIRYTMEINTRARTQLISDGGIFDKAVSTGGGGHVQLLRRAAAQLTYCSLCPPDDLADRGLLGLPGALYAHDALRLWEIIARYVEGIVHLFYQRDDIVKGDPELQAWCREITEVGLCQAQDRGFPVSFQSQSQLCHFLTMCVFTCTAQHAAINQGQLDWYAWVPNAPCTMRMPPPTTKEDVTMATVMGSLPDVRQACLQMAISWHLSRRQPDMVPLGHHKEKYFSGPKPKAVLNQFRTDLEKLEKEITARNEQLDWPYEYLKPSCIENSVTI
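Purified human 12hLO (150 nM), preincubated 15 min with compound, then 40 uM arachidonic acid for 30 min, room temperature, Hepes pH 7.0 with 0.01% Triton X-100. Hydroperoxide detected by ferrous iron/xylenol orange; 573/405 nm absorbance ratio gives reaction progress.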
An asterisk follows results filed as active; ? = inconclusive; nt = not tested or not shown; [ ] = remark or other dose. Unless noted, calls come from the whole dose curve; as a rule, active = well fitted curve in the direction sought with a large enough effect; inconclusive = small, poorly fitted or top-dose-only effect, or another doubt; inactive = no such curve, though single readings can be large; an effect the other way counts as inactive or inconclusive. Unless noted, % is set by controls: 0 for no effect and ±100 for the full control effect. These rows are one share of the data; count on the stated rates, not on these rows.

SMILES	15-hLO-2 inh	IMPase cell inh	PNC assembly inh	12-hLO inh
Nc1nonc1C(=O)NCCN=Cc1cc(Cc2ccccc2)cc(Br)c1O	-9%	-1	-2	?
O=c1c(-c2cc(F)cc(F)c2)nc2cnc(N3CCOCC3)nc2n1C1CC1	-3%	nt	nt	-4%
O=c1c2[nH]c3ccccc3c2ncn1Cc1ccncc1	-2%	3	?	3%
Cc1ccc(NC(=S)N(CCN(C)C)Cc2cc3cccc(C)c3[nH]c2=O)cc1	nt	nt	-26	1%
COC(=O)c1ccccc1NC(=O)NCc1cccnc1	4%	-5	13	-1%
COCCNC(=O)CN(c1ccc(C)cc1)S(=O)(=O)c1ccccc1	-1%	-3	39	-2%
O=C(Nc1nnc(C2CCCC2)s1)C1CCC1	-3%	0	-127*	-4%
CC/C(C)=N/Nc1ccc(S(=O)(=O)N2CCCC2)cc1[N+](=O)[O-]	nt	nt	27	0%
Cc1c2cc(O)c(=O)cc-2oc2cc(O)c(O)cc12	?	?	-3	?
Cc1ccc(NC(=O)CCC(=O)N/N=C/c2cc([N+](=O)[O-])ccc2O)cc1	nt	-7	?	-1%
Nc1cc(C(=O)O)[nH]c(=O)n1	-1%[11.4 µM]	nt	nt	1%[11.4 µM]
Oc1ccccc1Cn1c(-c2ccccc2O)nc2ccccc21	22%	-11	-14	-17%
Cc1noc(C)c1-c1nccc(-n2ccnc2)n1	-2%	nt	nt	-1%
c1ccc(Oc2cccc(CN3CCOCC3)c2)cc1	10%	?	-8	11%
CC(=O)c1cccc(N(C(=O)c2cnccn2)C(C(=O)NCc2ccccc2)c2ccco2)c1 (stereo not drawn)	1%	9	27	-1%
CCc1c(O)nc(SCC(=O)Nc2ccc3c(c2)CCC3)[nH]c1=O	18%	7	-8	-6%
COc1ccc(C(=O)Nc2nc3cc(OC)c(OC)cc3c(=O)[nH]2)cc1	-3%	-9	12	1%
O=C(OCc1ccc(Cl)cc1)c1cnccn1	-6%	-1	-21	3%
COc1ccc(CCNC(=O)/C=C\c2ccccc2)cc1OC	nt	nt	26	-3%
CC(=O)N1C(=O)/C(=C2\SC(=S)N(c3c(C)n(C)n(-c4ccccc4)c3=O)C2=O)c2ccccc21	nt	5	-18	-4%
CCCCN(N=Nc1nonc1OC)c1nonc1OC	10%	10	2	2%
CCOc1ccccc1N(C(=O)CNS(=O)(=O)c1ccccc1)C(CC)C(=O)NCc1ccco1 (stereo not drawn)	-4%	5	-6	-1%
O=C(c1cccnc1)N1CCCc2ccccc21	-4%	3	13	-3%
C/C(=C\C1CCCCC1)C(NC(=O)c1ccc(C(F)(F)F)cc1)c1ccc(-c2ccccc2)cc1 (stereo not drawn)	10%	nt	nt	-1%
CCOc1ccc(N(CCC#N)S(=O)(=O)c2ccc(OC)cc2)cc1	2%	8	34	-8%
O=C(CN1CCN(c2ncc(C(F)(F)F)cc2Cl)CC1)NC(=O)NCc1ccccc1	-10%	0	-13	-7%
S=C(Nc1ccccc1)N1CCn2cccc2C1c1cccnc1 (stereo not drawn)	nt	-6	23	-5%
Cc1[nH]nc(-c2ccc(OCc3cnn(-c4ccccc4)c3)cc2O)c1Oc1ccccc1F	21%	6	36	-30%
Cc1cnc(C)c(N(C)NC(=S)Nc2ccccc2)n1	nt	nt	-109*	1%
O=c1c2ccccc2[nH]c(=S)n1C1CCCCC1	9%	1	-22	-8%
Cc1ccc(C(=O)N/C(=C/c2ccco2)C(=O)NCCc2c[nH]c3ccccc23)cc1	nt	nt	?	-3%
COc1ccc2c(c1)O[C@H](c1ccc3c(c1)OCO3)[C@@H](OC(=O)Nc1cc(OC)c(OC)c(OC)c1)C2=O	nt	nt	38	-7%
CCOC(=O)N1CCN(C(=O)CCc2ccc(S(=O)(=O)NCCc3ccccc3)cc2)CC1	5%	7	17	-2%
C=CCSc1nc(-c2ccccc2)c2cc(Cl)ccc2n1	4%	5	40	2%
CC(=O)c1cn(CC(=O)NCC2CCCO2)c2ccccc12 (stereo not drawn)	-4%	-3	50	2%
COc1cc(/C=N/NC(=S)N/N=C/c2cc(OC)c(OC)c(OC)c2)cc(OC)c1OC	nt	nt	-109*	-15%
COc1cccc(Cn2cnc3c(NS(=O)(=O)c4cccc(Cl)c4Cl)c(C)c(C)cc32)c1	14%[11.4 µM]	-4[1.84 µM]	?	0%
CCC(=O)NCCc1nc2ccccc2n1CC	-3%	-4	14	5%
O=C(CN1CCN(Cc2ccccc2)C1=O)NCc1cccs1	3%	-2	27	1%
CCCC(=O)Nc1cccc(NC(=S)NC(=O)C(C)Oc2ccc(Cl)cc2Cl)c1 (stereo not drawn)	nt	-3	55	-26%

Given field by field: 4 of the compounds above.
CCOc1ccc(N(CCC#N)S(=O)(=O)c2ccc(OC)cc2)cc1
  15-hLO-2 inh = 2%	IMPase cell inh = 8	PNC assembly inh = 34	12-hLO inh = -8%

Cc1cnc(C)c(N(C)NC(=S)Nc2ccccc2)n1
  15-hLO-2 inh = nt	IMPase cell inh = nt	PNC assembly inh = -109*	12-hLO inh = 1%

Cc1ccc(NC(=S)N(CCN(C)C)Cc2cc3cccc(C)c3[nH]c2=O)cc1
  15-hLO-2 inh = nt	IMPase cell inh = nt	PNC assembly inh = -26	12-hLO inh = 1%

S=C(Nc1ccccc1)N1CCn2cccc2C1c1cccnc1 (stereo not drawn)
  15-hLO-2 inh = nt	IMPase cell inh = -6	PNC assembly inh = 23	12-hLO inh = -5%

(more compounds)
SMILES	15-hLO-2 inh	IMPase cell inh	PNC assembly inh	12-hLO inh
Cn1c(=O)c2c(nc(NCC(O)CO)n2CCc2ccccc2)n(C)c1=O (stereo not drawn)	0%	-3	-23	5%
CSc1nnc(CSc2cc(C)nc(N(C)C)n2)o1	nt	nt	?	-1%
COc1ccc(CCNC(=O)C2(C)CCC(=O)N2CCC(C)C)cc1OC (stereo not drawn)	nt	-9	-2	2%
CC(C(=O)Nc1ccccc1-c1ccccc1)N1CCOCC1 (stereo not drawn)	nt	4	20	-3%
N#Cc1cccc(-n2nnnc2-c2ccc3c(c2)OCO3)c1	9%	2	47	-16%
CCn1c(=NC(=O)c2ccc(S(=O)(=O)N3CCOCC3)cc2)sc2cccc(OC)c21	nt	4	-3	-3%
O=C1N=C(c2ccccc2)S/C1=C\c1cccs1	10µM*	8	38	-10%
C/C(CCc1ccc2c(c1)OCO2)=N\N=C(/N)SC1CC(=O)N(c2ccc(Cl)cc2)C1=O (stereo not drawn)	23%	3	10	-3%
CCc1ccc(CN(C)CCc2ccccn2)cc1	8%[2.29 µM]	16	-7	-3%
O=C(CNC(=O)c1ccc(Br)cc1)N/N=C/c1ccc[nH]1	nt	nt	-10	1%
NC(=O)CSc1nc2ccccc2n1Cc1ccccc1	nt	nt	?	-2%
Cc1cccc(-c2nsc(SCC(=O)c3ccc(Cl)cc3)n2)c1	nt	-6	?	-2%
Brc1ccc2[nH]ncc2c1	nt	-18	257	5%
Cc1ccc(O)c(C2=Nc3ccccc3N=C(c3ccc([N+](=O)[O-])cc3)C2)c1	nt	nt	-12	2%
CCOc1ccc(C(CCc2ccccc2)NC(=O)c2ccccc2OC)cc1OCC (stereo not drawn)	3%	10	25	-16%
CCCN1CNC(=S)N(c2cccc(C)c2C)C1	-12%	3	18	-2%
Cc1cc([N+](=O)[O-])c(C(C)(C)C)cc1N	3%	0	29	2%
CCOc1ccc(NC(=O)CSc2n[nH]c(N)n2)c([N+](=O)[O-])c1	nt	nt	17	-3%
Cn1c(-c2ccccc2)cc(=O)c2ccccc21	2%	1	10	3%
CCOC(=O)CCSCC(=O)Nc1nnc(C)s1	-3%	7	-1	-2%
COCCN1C(=O)C(O)=C(C(=O)c2cccs2)C1c1ccccc1 (stereo not drawn)	10%	?	63	13%
CC1CCN(S(=O)(=O)c2ccc(NC(=O)CCN3C(=O)c4ccccc4C3=O)cc2)CC1	2%	-2	25	-8%
Cc1ccc(S(=O)(=O)N2CCN(C(=O)CSC3CCCC3)CC2)c(C)c1	-6%	16	?	-18%
CCOC(=O)C1CCCN(C(=O)Nc2ccccc2)C1 (stereo not drawn)	-4%	-5	-9	5%
Cc1ccc(C(=O)NNC(=O)c2cc3cc4ccccc4nc3s2)cc1	-11%	0	2	-7%
COC(=O)CC1C(C)(C)C(O)C2CC3=C4C=C(OC)OC(c5ccoc5)[C@]4(C)CCC3[C@@]1(C)C2=O (stereo partly drawn)	-3%	nt	nt	-1%
C=CCn1c(SCc2ccccc2)nc2scc(-c3ccc(C)o3)c2c1=O	nt	?	82	5%
O=C(COc1ccccc1)Nc1ccccc1Oc1ccccc1	nt	nt	20	0%
Cc1ccsc1/C=N/n1c(-c2ccncc2)n[nH]c1=S	nt	nt	18	-2%
Cc1ccc(-n2c(SCn3nnc4ccccc4c3=O)nnc2-c2cccnc2)c(C)c1	-1%	5	6	-9%
CCCCOc1ccc(C(=O)N/C(=C/C=C/c2ccccc2)C(=O)N2CCOCC2)cc1	nt	nt	-12	-1%
CC(C)CCNC1=NCCCCC1	4%	6	-20	3%
Cc1cccnc1NC(=O)C1CCCN(S(=O)(=O)c2ccc3c(c2)oc(=O)n3C)C1 (stereo not drawn)	3%	-1	11	4%
Cc1onc(-c2ccccc2)c1-c1n[nH]c(=S)n1-c1ccc(C(=O)O)cc1	-4%	5	54	-3%
Cc1onc(-c2ccccc2)c1C(=O)N[C@@H]1C(=O)N2[C@@H]1SC(C)(C)[C@@H]2C(=O)O	nt	nt	30	-2%
O=C1CSc2ccccc2N1Cc1ccccc1F	6%	7	?	-3%
CC1(C)Cc2c(C#N)c(NC3CCCCC3)nc(-c3ccco3)c2CO1	?	-14	-4	?
COc1ccc(N2CCN(C(=O)C3COc4ccccc4O3)CC2)cc1 (stereo not drawn)	-3%	-1	31	0%
Cc1cc(Nc2ncc(Cl)cc2Cl)n(-c2ccccc2)n1	nt	13	-14	3%
CC(C)NC(=O)c1ccc2c(c1)nnn2C	1%	-11	6	3%
CC(c1nnnn1C(C)(C)C)N(Cc1cccnc1)Cc1ccccc1Cl (stereo not drawn)	10%	6	-13	1%
CCN(CC)S(=O)(=O)c1ccc(/C=C/C(=O)OCC(=O)Nc2ccc(S(N)(=O)=O)cc2)cc1	nt	nt	-28	0%
Cc1ccc(S(=O)(=O)c2ccc(Oc3cccc(C)c3)cc2)cc1	-4%	7	78	0%
CCOC(=O)C1=C(O)/C(=C/c2cn(CC(=O)N3CCCC3)c3ccccc23)SC1=Nc1ccccc1	nt	2	-29	-11%
COc1cc(/C=C/C(=O)O)cc(S(=O)(=O)Nc2ccc(F)cc2)c1OC	nt	nt	?	1%
CCC(=O)NC(=S)Nc1cccc(C(C)=O)c1	2%	-2	-10	-4%
COc1cccc(-c2csc(N3CCN(C(=O)NC45CC6CC(CC(C6)C4)C5)CC3)n2)c1	nt	0	-26	0%
CCOC(=O)c1cnn(-c2ccccc2)c1NC(=O)c1ccc(C)cc1	-3%	-5	0	5%
CC(Oc1ccc(Cl)cc1Cl)C(=O)Nc1ccncc1 (stereo not drawn)	8%	14	?	-17%
CCOC(=O)N/N=C(C)/C=C/c1ccco1	nt	nt	-8	-1%
(continued)
SMILES	15-hLO-2 inh	IMPase cell inh	PNC assembly inh	12-hLO inh
Cc1ccccc1CS(=O)(=O)CC1(O)CCN(C(=O)c2cccc(C(F)(F)F)c2)CC1	0%	8	?	8%
Cc1cnc(C(=O)Nc2cccc3ncccc23)cn1	3%	?	23	-8%
CCCCC(=O)NCCc1c(Cc2ccccc2)[nH]c2ccccc12	2%	8	nt	-6%
CCOC(=O)c1ccc(Oc2nc(OC)nc(N(C)C)n2)cc1	nt	1	-93*	0%
COc1cccc(/C=C/C(=O)OCC(=O)Nc2cc(C(F)(F)F)ccc2Cl)c1	nt	-4	13	-1%
CN(c1ccccc1)S(=O)(=O)c1cccc(NC(=O)CSc2nncs2)c1	nt	nt	0	1%

High-throughput results as filed in PubChem.
